PREPL inh – PREPL enzyme inhibitors, primary screen, biochemical, fluorescence polarization; Prolyl endopeptidase-like (Homo sapiens), Q4J6C6; inhibition, % at 5.96 µM; hit rate 0.68% among 320,000; recombinant PREPL, fluorescence polarization activity-based probe; in the data active = inhibition above about 43%;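 note: 0% = enzyme with DMSO and 100% = wells lacking enzyme; many of its hits are not listed in these tables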
core dimer inh – inhibitors of HCV core protein dimerization, primary screen, biochemical, TR-FRET, high-throughput; AID 1899, 2009; inhibition, % at 5 µM; TR-FRET GST/Flag-core106 dimerization, 1536-well; hit rate 0.33% among 300,000;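 active = inhibition above the mean of all tested compounds plus 3 SD, set per screening campaign, cut at about 45% in these data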
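Material: GST/Flag-tagged HCV core106 proteins. Incubation: 4 h, 22.5 °C incubation. Read-out basis: inhibition (%) from 671 over 617 nm ratio. Measured by: TR-FRET, excitation 340 nm, emission 617 and 671 nm.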
PP1 inh – PP1-alpha phosphatase inhibitors, primary screen, counter-screen for PP5 inhibitor project, biochemical, fluorescence, OMFP substrate, single point; Serine/threonine-protein phosphatase PP1-alpha catalytic subunit (Homo sapiens), P62136; purified PP1alpha; inhibition, % at 6.7 µM; hit rate 0.9% among 320,000; AID 2235, 2010;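 active = inhibition above the mean inhibition of all tested compounds plus 3 SD, computed separately for each screening campaign, cut at about 15% in these data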
Target sequence (P62136 whole entry, looked up): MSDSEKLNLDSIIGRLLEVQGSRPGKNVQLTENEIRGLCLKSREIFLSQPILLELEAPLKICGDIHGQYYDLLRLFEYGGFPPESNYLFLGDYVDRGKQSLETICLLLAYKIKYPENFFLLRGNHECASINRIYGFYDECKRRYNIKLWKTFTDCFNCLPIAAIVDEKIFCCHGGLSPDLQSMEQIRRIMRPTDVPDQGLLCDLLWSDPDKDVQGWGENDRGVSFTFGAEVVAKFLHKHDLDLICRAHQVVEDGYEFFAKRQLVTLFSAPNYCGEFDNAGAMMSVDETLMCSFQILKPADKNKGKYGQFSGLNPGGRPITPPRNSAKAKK
PP5 primary – PP5 phosphatase inhibitors, primary screen, biochemical, fluorescence | Serine/threonine-protein phosphatase 5 (Homo sapiens), P53041 | purified PP5c, OMFP substrate fluorescence | inhibition, % at 6.7 µM | hit rate 0.18% among 320,000 | AID 1987, 2009;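 active = inhibition above the campaign's mean inhibition across all tested compounds plus 3 SD, cut at about 9.5% in these data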;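 note: 0% = DMSO only and 100% = 100 µM cantharidin control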
Target sequence (P53041 whole entry, looked up): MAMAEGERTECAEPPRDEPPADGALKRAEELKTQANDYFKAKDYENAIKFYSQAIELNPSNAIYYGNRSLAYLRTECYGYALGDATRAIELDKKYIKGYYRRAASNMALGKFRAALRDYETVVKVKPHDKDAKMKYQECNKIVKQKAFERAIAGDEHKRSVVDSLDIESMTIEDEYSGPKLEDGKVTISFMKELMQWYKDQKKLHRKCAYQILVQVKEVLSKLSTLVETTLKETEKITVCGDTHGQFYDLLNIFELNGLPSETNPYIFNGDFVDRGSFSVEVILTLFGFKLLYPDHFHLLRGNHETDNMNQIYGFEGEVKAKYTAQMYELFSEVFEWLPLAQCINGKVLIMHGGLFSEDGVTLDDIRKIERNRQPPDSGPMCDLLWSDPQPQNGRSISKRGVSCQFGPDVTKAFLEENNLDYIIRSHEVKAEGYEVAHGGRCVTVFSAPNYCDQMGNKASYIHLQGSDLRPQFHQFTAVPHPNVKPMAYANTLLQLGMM
LYPLA2 inh – LYPLA2 inhibitors, primary screen, counter-screen for PME1 inhibitor project, biochemical, fluorescence polarization, FP-Rh probe ABPP; Acyl-protein thioesterase 2 (Homo sapiens), O95372; recombinant LYPLA2; inhibition, % at 5.9 µM; hit rate 0.38% among 320,000; AID 2177, 2009;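 active = inhibition above the screen-wide mean plus 3 SD, limit set per campaign, cut at about 26% in these data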;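 note: 0% = LYPLA2 with DMSO and 100% = wells lacking LYPLA2 enzyme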
Target sequence (O95372 whole entry, looked up): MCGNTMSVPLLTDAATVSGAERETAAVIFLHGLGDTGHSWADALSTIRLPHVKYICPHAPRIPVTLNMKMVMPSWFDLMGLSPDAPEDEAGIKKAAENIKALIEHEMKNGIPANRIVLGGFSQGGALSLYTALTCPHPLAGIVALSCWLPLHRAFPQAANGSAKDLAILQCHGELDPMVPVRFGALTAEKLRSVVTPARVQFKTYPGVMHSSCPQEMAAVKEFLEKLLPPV
GASC-1 inh – inhibitors of GASC-1 histone demethylase, primary screen, biochemical, fluorescence, DELFIA europium; Lysine-specific demethylase 4C (Homo sapiens), Q9H3R0; GST-JMJD2C(1-420) H3K9me3 demethylation; inhibition, % at 2.35 µM; hit rate 0.069% among 330,000;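 active = more than half of a compound's replicate wells show inhibition beyond 50%, single wells judged on their own value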;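 note: signal counts dimethyl H3K9 product captured on neutravidin plate; 0% = median of DMSO wells and 100% = 0.3 times that DMSO median; strong numbers were not always called active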
Efflux pump inh – inhibitors of Candida efflux pumps in yeast, primary screen, S. cerevisiae, Nile Red, multiplex; S. cerevisiae Candida pump triplex; inhibition, % at 10 µM; hit rate 0.44% among 330,000; AID 485275, 2010;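 active = plate passing quality check with inhibition over a set limit, or well fluorescence over plate mean plus 4 SD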;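 note: Nile Red retained in pooled yeast measured as flow cytometry median fluorescence; 0% = buffer negative control and 100% = Enniatin B positive control; higher means more Nile Red kept so more efflux inhibition; some compounds called inactive have numbers as strong as hits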
CTSL1 counter – Fasciola hepatica cathepsin L1 inhibitors, primary screen, counter-screen for PFM18AAP inhibitor project, biochemical, QFRET, fluorogenic peptide substrate. recombinant F. hepatica cathepsin L1, Z-Leu-Arg-MCA fluorescence. inhibition, % at 5.96 µM. hit rate 0.49% among 300,000. AID 1906, 2009;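 active = inhibition above the mean of all tested compounds plus 3 SD, set per screening campaign, cut at about 17% in these data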;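 note: 0% = plate median of test compound wells and 100% = 1 µM Z-Phe-Ala-diazomethylketone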
TPT1 inh – Candida albicans TPT1 enzyme inhibitors, primary screen, biochemical, fluorescence polarization. hit rate 0.81% among 300,000. tRNA 2'-phosphotransferase TPT1 (Candida albicans SC5314). inhibition, % at 5 µM. AID 1962, 2009. recombinant caTPT1, FP RNA substrate dephosphorylation;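 active = inhibition above the mean of all tested compounds plus 3 SD, set per screening campaign, cut at about 24% in these data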;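 note: plate controls were DMSO alone for no effect and ferristatin control at 100 nM for full effect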
Active calls of the source: *; . = no result given; & = joins results of further samples. A portion of the library. The share of hits here may be higher or lower than overall.

SMILES | PREPL inh | core dimer inh | PP1 inh | PP5 primary | LYPLA2 inh | GASC-1 inh | Efflux pump inh | CTSL1 counter | TPT1 inh
CSc1cccc(-n2cc(-c3ccc4c(c3)OCO4)[nH]c2=O)c1 | 14 | 9 | -11 | 6.0 | 0 | 4 | 0.6 | -3 | 8
O=C(Nc1ccc(N2CCOCC2)cc1N1CCOCC1)c1cccc([N+](=O)[O-])c1 | 4 | 5 | -5 | -0.5 | -1 | -5 | -0.1 | -2 | 2
COCCNC(=S)N/N=C(\C)c1cccc(C(F)(F)F)c1 | 14 | -2 | 6 | 0.7 | -1 | -2 | -0.1 | 3 | -3
COCNc1nc(OCC#N)nc(N(C)C)n1 | 7 | -4 | 1 | 3.7 | 10 | -4 | 0.0 | -1 | -1
CCCCC(=O)NC(c1cccc([N+](=O)[O-])c1)c1c(OC(C)=O)ccc2ccccc12 (stereo not given) | -2 | 5 | 7 | 1.3 | 2 | -1 | -0.1 | -10 | 2
COCCCNCCOc1ccccc1-c1ccccc1 | -6 | -8 | 0 | 4.7 | -2 | -12 | 0.2 | -6 | 3
Cc1cccc(-c2noc(Cc3ccc(Cl)cc3)n2)c1 | -8 | -6 | -2 | 3.0 | 0 | -6 | 0.3 | 1 | -1
C#CCNC(=O)C1=C[C@@H](c2cn(C(C)=O)c3ccccc23)C[C@@H](OCc2ccc(CO)cc2)O1 | 2 | 2 | 0 | 3.3 | -2 | 5 | . | 0 | 1
Cc1noc(NS(=O)(=O)c2ccc(NC(=O)CS(=O)(=O)c3ccccc3)cc2)c1C | -10 | 2 | -4 | 0.0 | 0 | -2&-7 | 0.0 | -5 | 1
CSc1nncn1/N=C/c1ccc([N+](=O)[O-])cc1 | 13 | -8 | -1 | 0.0 | -1 | 7 | 0.0 | -5 | -3
Cc1ccc(OCCNC(=O)CNC(=O)c2ccc(C)cc2)cc1 | -34 | 0 | -12 | 2.2 | -1 | -2 | 2.6 | 4 | 1
Cc1c([N+](=O)[O-])cc(C(=O)Nc2ccc(NC(=O)c3ccco3)cc2)cc1[N+](=O)[O-] | -8 | 10 | -2 | 0.7 | 1 | 28 | -0.1 | 2 | 1
COC(=O)Cn1cc(C(=O)OC)c2ccccc21 | 5 | -9 | -5 | 0.6 | 5 | -14 | 0.0 | 0 | -2
O=C1NC(=Nc2ccccc2)SC1Cc1ccccc1 (stereo not given) | -8 | 0 | -1 | 2.8 | 3 | -9 | -0.1 | -4 | -3
COC(=O)c1c(C)oc(C)c1S(=O)(=O)NC(c1ccccc1)c1ccccc1 | 1 | 6 | 0 | 0.2 | -7 | -7 | 0.1 | 2 | 0
CC(C)CN1C(=S)SC(C)(C)C1n1oc(=O)n(-c2ccccc2)c1=O (stereo not given) | 0 | 2 | 1 | 4.2 | -8 | 8 | 0.1 | 5 | 4
CC(C)C1Nc2ccc(C(=O)NC3CCCCC3)cc2NC1=O (stereo not given) | 2 | 3 | 1 | 2.7 | 3 | -4 | 0.2 | -1 | -1
CCOC(=O)C1=C(CC)OC(N)=C(C#N)C1c1ccc(NC(C)=O)cc1 (stereo not given) | -1 | -1 | -2 | -0.8 | 3 | -9 | 0.0 | -7 | -1
CCc1nnc(NC(=O)CC(=O)Nc2ccccc2C(=O)O)s1 | 3 | -3 | 0 | 2.3 | -2 | -18 | 0.1 | 0 | -3
CC(C)NC(=O)CSc1nc(-c2cccs2)cc(-c2ccccc2)c1C#N | -2 | -40 | 2 | 1.0 | 3 | 2 | -0.1 | 1 | -2
Cc1ccc(C)c(CS(=O)(=O)c2cn(CC(=O)N3CCCCC3)c3ccccc23)c1 | 10 | -9 | 0 | 0.2 | 6 | 1 | 0.0 | 1 | 1
COc1ccc(OC)c(S(=O)(=O)N(C)CC(=O)Nc2ccc3c(c2)OCO3)c1 | 0 | 10 | -1 | 0.3 | 5 | -6 | 0.1 | -3 | 1
Cc1nc2ccccn2c1C(=O)NNC(=S)Nc1ccc(Cl)cc1 | 14 | -13 | 0 | 1.7 | 0 | -3 | 0.0 | 1 | -3
CCCCc1ccc(NC(=O)CSc2nc(=O)n(CCCN3CCOCC3)c3c2CCC3)cc1 | -8 | -5 | -3 | 3.9 | 6 | 3 | 0.5 | -3 | 1
COCCn1c(SCC(=O)N2CC(=O)Nc3ccccc32)nc2ccccc21 | -1 | 2 | -3 | -2.5 | 0 | 1 | 0.1 | -5 | 3
SMILES | PREPL inh | core dimer inh | PP1 inh | PP5 primary | LYPLA2 inh | GASC-1 inh | Efflux pump inh | CTSL1 counter | TPT1 inh
O=C(O)c1cccc(-n2c(/C=C/c3cccc([N+](=O)[O-])c3)nc3ccccc3c2=O)c1 | 1 | 7 | 1 | 2.8 | -2 | -4 | 0.5 | 5 | 1
COc1ccccc1NC(=O)COc1ccc(-c2nn(C)c(=O)c3ccccc23)cc1 | -6 | 7 | 0 | 2.4 | 2 | 10 | 0.1 | -1 | 0
CC(=O)c1cccc(NCC(=O)c2ccc(C)c([N+](=O)[O-])c2)c1 | 8 | 15 | -1 | -0.3 | -8 | -41 | -0.1 | -1 | 1
Cc1cc(=O)cc(C)n1-c1ccc(Br)cc1 | 10 | 5 | 0 | 3.0 | -1 | 3 | 0.2 | -2 | -3
Cc1nnc(NC(=O)c2ccc3c(c2)C(=O)N(CC2CCCO2)C3=O)s1 (stereo not given) | 0 | -2 | -4 | -0.6 | 0 | 1 | -0.1 | 5 | 0
Cc1ccc(CNc2nc(N)c([N+](=O)[O-])c(Nc3ccc(F)cc3)n2)cc1 | 22 | -3 | -1 | 0.7 | 5 | 0 | -0.1 | 0 | -3
CN1CCN(CP(=O)(N2CCOCC2)N2CCOCC2)CC1 | -3 | 1 | -2 | 1.9 | 6 | 2 | 0.0 | -6 | -3
CC(C)[C@H](NC(N)=O)C(=O)Nc1ccc(OCc2ccccc2)cc1 | -4 | -2 | -6 | -1.7 | 11 | -2 | 0.2 | 1 | -4
COc1ccc(NC(=O)CCC(=O)N/N=C/c2ccc([N+](=O)[O-])s2)cc1 | 16 | -12 | -3 | -2.3 | -2 | -7 | 0.3 | -6 | 1
CC1(C)CC2(CCO1)C(Nc1ccccc1)=NC(=S)N2c1ccccc1 (stereo not given) | 2 | -1 | 2 | 0.1 | 8 | -1 | 0.1 | 0 | 0
CCC(Oc1ccccc1)C(=O)Nc1ccccn1 (stereo not given) | -4 | 4 | -3 | 0.1 | -2 | 4 | 0.1 | -1 | -2
Cc1ccc(S(=O)(=O)N(C)Cc2cc3ccccc3[nH]c2=O)cc1 | 6 | 6 | -2 | 0.1 | 1 | 20 | -0.1 | 2 | 0
CCOC(=O)c1c(-c2ccccc2)csc1/N=C/C1C(=O)CCCC1=O | -18 | 1 | 4 | -2.3 | 1 | -4 | -0.2 | -2 | 114*
C[n+]1ccccc1C1CCCC/C1=N\NC(N)=S (stereo not given) | -5 | 3 | -4 | -2.8 | 0 | 9 | 0.0 | 1 | 4
CC1CCN(c2ccc(NC(=S)NC(=O)c3ccc(-c4cccc([N+](=O)[O-])c4)o3)cc2)CC1 | 15 | 16 | 5 | 1.0 | 2 | -16 | 0.2 | 0 | 1
O=C(CCC(=O)Nc1nnc(C2CCCCC2)s1)Nc1ccc(F)cc1 | 14 | -11 | -6 | 2.8 | -1 | 0 | -0.1 | 7 | -5
CCOC(=O)c1cc(-c2ccc(/C=N\n3cnnc3)o2)ccc1Cl | -6 | 0 | -3 | 0.6 | 5 | -5 | 0.0 | 1 | -8
C=CCOc1cccc(NC(=O)c2ccccc2SC)c1 | -2 | 3 | 1 | 1.7 | -3 | 3 | -0.1 | -6 | 2
Cc1ccsc1C(=O)Nc1ccccc1N1CCCC1 | 22 | 2 | -3 | 3.0 | -1 | -1 | 0.0 | 2 | 5
O=C(CN1CCN(Cc2ccccc2)CC1)NCc1ccccc1Cl | -2 | 3 | -4 | -0.9 | 1 | 8 | 0.0 | 3 | 0
CCOc1ccc2nc(SC3CC(=O)N(c4cccc(OC)c4)C3=O)sc2c1 (stereo not given) | -5 | -2 | 2 | 6.2 | 1 | -10 | 0.0 | 2 | 2
COC(=O)c1cc(CNC(=O)CC(C)c2ccccc2)ccc1OC (stereo not given) | -5 | 7 | -8 | 0.8 | -2 | -9 | -0.1 | -3 | 1
Cc1cccc(NC(=O)NCc2ccc3c(c2)cc(C)n3C)c1 | 15 | -40 | 14 | 0.6 | -8 | 2 | 0.3 | -3 | -5
CN(CCc1cn[nH]c1)Cc1nc(Cc2ccccc2)no1 | 4 | 6 | -3 | -0.8 | 0 | -12 | 0.0 | 0 | -7
COc1cc(NC(=O)Cn2nnc(-c3ccncc3)n2)cc(OC)c1 | -17 | 3 | 0 | 2.2 | -8 | -2 | -0.1 | -7 | 0
SMILES | PREPL inh | core dimer inh | PP1 inh | PP5 primary | LYPLA2 inh | GASC-1 inh | Efflux pump inh | CTSL1 counter | TPT1 inh
C=CCN1C(=O)CS/C1=C(\C#N)S(=O)(=O)c1ccc(C)cc1 | -43 | 7 | 5 | 1.2 | -38 | -14 | -0.2 | 5 | 74*
COc1cc(C(=O)Nc2sc3c(c2C(=O)O)CCC3)cc(OC)c1OC | -8 | -6 | 2 | 2.9 | 2 | 3 | -0.1 | -3 | 3
O=C(Cn1cnc2cc([N+](=O)[O-])ccc2c1=O)Nc1ccc(Br)cc1 | 18 | 3 | 0 | 5.0 | 6 | 18 | -0.3 | 4 | 5
C#CCOCCOCCOCCNc1nc(N2CCN(C(=O)[C@H](Cc3ccc(O)cc3)n3cc([C@@H](N)C(C)CC)nn3)CC2)nc(N2CCN(C(=O)[C@H](Cc3cc4ccccc4[nH]3)n3cc([C@@H](N)CC(C)C)nn3)CC2)n1 (stereo not given in full) | 56* | -41 | 20* | 2.5 | -2 | -7 | 0.2 | 1 | 2
O=c1c(C=Nc2cccc(C(F)(F)F)c2)c[nH]n1-c1cccc(Cl)n1 | -1 | -2 | 0 | 0.6 | -4 | 0 | 0.0 | -1 | -2
O=C(Nc1cccc([N+](=O)[O-])c1)c1cccc(C(=O)Nc2cccc([N+](=O)[O-])c2)c1 | 2 | 11 | -6 | 1.4 | -2 | -10 | -0.6 | -1 | 0
COc1ccc(-c2nnc(SCC(=O)NCc3cccs3)n2C)cc1 | 6 | 2 | 2 | 3.2 | 0 | -3 | 0.0 | 0 | -2

Not a retest: an excerpt of the list.
SMILES | PREPL inh | core dimer inh | PP1 inh | PP5 primary | LYPLA2 inh | GASC-1 inh | Efflux pump inh | CTSL1 counter | TPT1 inh
C=CCN1C(=O)CS/C1=C(\C#N)S(=O)(=O)c1ccc(C)cc1 | -43 | 7 | 5 | 1.2 | -38 | -14 | -0.2 | 5 | 74*
COc1cc(C(=O)Nc2sc3c(c2C(=O)O)CCC3)cc(OC)c1OC | -8 | -6 | 2 | 2.9 | 2 | 3 | -0.1 | -3 | 3
O=C(Cn1cnc2cc([N+](=O)[O-])ccc2c1=O)Nc1ccc(Br)cc1 | 18 | 3 | 0 | 5.0 | 6 | 18 | -0.3 | 4 | 5
